Source: PubChem
JMJD2A Tudor: JMJD2A Tudor domain (human) inhibition; O75164; AlphaScreen JMJD2A-Tudor / H3K4me3 peptide binding; Potency, µM (doses to about 114 µM), for inactives: at the highest dose activity change, negative = inhibition, usual class: inhibitors; hit rate 4.4% among 390,000; AID 504339; note: % is set by controls: 0 for no effect and ±100 for the full control effect; nearly all actives have a fitted effect of over 50% in size
HP1b chromo inh: blocks HP1-beta chromodomain binding to methylated histone tails; AlphaScreen HP1-beta / biotin-H3K9me3 peptide binding; Potency, µM (top dose mostly 114 µM), without a hit: at the top dose activity change, negative = inhibition, most hits filed as inhibitors; hit rate 0.56% among 390,000; note: nearly all actives have a fitted effect of over 70% in size; inactives centre near 23
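HP1-beta protein (50 nM final) preincubated 30 min at room temperature with biotinylated H3(1-18)K9me3 peptide (50 nM) in PBS pH 7.4, 0.01% Tween-20, then compound added for 30 min. AlphaScreen streptavidin donor/nickel chelate acceptor beads (10 ug/mL final), 30 min dark, luminescence read.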
GLS inhibitor: blocks human kidney-isoform glutaminase activity. GLS enzymatic activity, qHTS titration. Potency, µM (titrated, usually from 45.5 µM), inactives show at the highest dose activity change, negative = inhibition, actives largely listed as inhibitors. hit rate 0.21% among 410,000; note: % is set by controls: 0 for no effect and ±100 for the full control effect
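Coupled fluorescence readout: glutamate oxidase/HRP/Amplex Red detect glutamate formed by hKGA from L-glutamine (1 mM solution added). Buffer 45 mM KH2PO4 pH 8.2, 0.02% Tween-20; reads at t0 and 30 min RT.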
Tb PGK inh: blocks T. brucei phosphoglycerate kinase; PGK/GAPDH coupled, Kinase-Glo luminescence, 60 min; Potency, µM (doses to about 57.5 µM), without a hit: at the top dose activity change, negative = inhibition, most hits filed as inhibitors; hit rate 0.043% among 380,000; note: % is set by controls: 0 for no effect and ±100 for the full control effect; nearly all actives have a fitted effect of over 60% in size
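Luminescent ATP detection (Kinase-Glo Plus) follows a 60-minute room-temperature incubation, with wells lacking PGK as controls. Buffer: 100 mM TEA (pH 7.6), 5 mM MgCl2, 0.01% Tween-20. Coupling enzyme GAPDH (100 nM final) supplies unstable 1,3-BPG in-well.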
BLM helicase inh: Bloom syndrome helicase (human) inhibition; P54132; recombinant BLM DNA unwinding, fluorescence dequenching; Potency, µM (doses to about 56.1 µM), without a hit: at the top dose activity change, negative = inhibition, hits mostly inhibitors; hit rate 0.2% among 350,000; AID 2528;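 note: plate controls were vehicle for no effect and no enzyme for full effect; nearly all actives have a fitted effect of over 35% in size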
Target sequence (P54132 whole entry, looked up): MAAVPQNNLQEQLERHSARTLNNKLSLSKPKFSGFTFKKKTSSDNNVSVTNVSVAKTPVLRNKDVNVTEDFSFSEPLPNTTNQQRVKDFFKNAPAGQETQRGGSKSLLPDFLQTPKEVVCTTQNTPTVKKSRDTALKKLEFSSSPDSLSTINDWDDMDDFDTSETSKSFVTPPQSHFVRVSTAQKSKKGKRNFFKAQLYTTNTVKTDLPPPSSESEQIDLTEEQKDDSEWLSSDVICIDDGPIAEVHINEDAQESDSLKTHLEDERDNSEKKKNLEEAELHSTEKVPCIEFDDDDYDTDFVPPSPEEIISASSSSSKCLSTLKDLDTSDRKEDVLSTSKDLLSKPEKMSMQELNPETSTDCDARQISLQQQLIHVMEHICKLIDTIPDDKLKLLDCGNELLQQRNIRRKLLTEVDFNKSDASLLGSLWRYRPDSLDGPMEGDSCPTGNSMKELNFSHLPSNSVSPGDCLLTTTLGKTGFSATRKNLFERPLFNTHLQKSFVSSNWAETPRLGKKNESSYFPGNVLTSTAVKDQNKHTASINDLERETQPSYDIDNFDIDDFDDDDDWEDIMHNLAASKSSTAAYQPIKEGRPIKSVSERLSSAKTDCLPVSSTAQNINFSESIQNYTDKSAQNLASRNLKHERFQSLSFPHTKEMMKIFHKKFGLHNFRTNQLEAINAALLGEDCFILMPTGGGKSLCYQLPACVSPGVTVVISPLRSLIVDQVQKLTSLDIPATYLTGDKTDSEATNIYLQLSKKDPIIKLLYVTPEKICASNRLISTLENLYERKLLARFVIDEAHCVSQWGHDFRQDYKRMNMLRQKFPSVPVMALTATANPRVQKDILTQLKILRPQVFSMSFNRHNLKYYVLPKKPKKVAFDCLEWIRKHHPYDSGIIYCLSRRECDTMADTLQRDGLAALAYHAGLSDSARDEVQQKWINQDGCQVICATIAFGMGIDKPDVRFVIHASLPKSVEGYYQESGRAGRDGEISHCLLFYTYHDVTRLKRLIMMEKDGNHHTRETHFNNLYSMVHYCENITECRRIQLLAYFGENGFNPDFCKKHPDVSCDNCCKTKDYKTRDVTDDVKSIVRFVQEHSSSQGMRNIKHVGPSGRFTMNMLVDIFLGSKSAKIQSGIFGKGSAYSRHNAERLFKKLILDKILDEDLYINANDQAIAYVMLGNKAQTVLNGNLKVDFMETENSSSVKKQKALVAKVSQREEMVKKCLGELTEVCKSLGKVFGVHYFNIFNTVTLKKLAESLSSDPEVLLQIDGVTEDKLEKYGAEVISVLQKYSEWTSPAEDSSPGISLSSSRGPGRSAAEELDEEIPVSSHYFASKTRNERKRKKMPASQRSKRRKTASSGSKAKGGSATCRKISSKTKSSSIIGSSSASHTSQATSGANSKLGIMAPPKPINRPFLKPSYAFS
Pol iota inh: DNA polymerase iota (human) inhibition | Q9UNA4 | Pol iota fluorescent replication assay, 10 min | Potency, µM (doses to about 115 µM), for the others: top-dose activity, negative = inhibition, most hits filed as inhibitors | hit rate 1% among 390,000 | AID 588590
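Fluorescent replication assay read twice, at 0 min and 10 min after adding 50 nM (final) substrate. Enzyme (10 nM) and compounds were first incubated 15 min at room temperature; enzyme-free buffer wells were negative controls.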
G9a block: blocks human histone lysine methyltransferase G9a. Q96KQ7. G9a H3K9 monomethylation, AlphaScreen, 2 h. Potency, µM (top dose mostly 102 µM), without a hit: at the top dose activity, negative = inhibition, most hits filed as inhibitors. hit rate 8.8% among 350,000. AID 504332; note: % is set by controls: 0 for no effect and ±100 for the full control effect; nearly all actives have a fitted effect of over 75% in size
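AlphaScreen read-out: biotin-H3K9 peptide (500 nM) methylation by 20 nM enzyme with 20 uM SAM, 2 h at room temperature after 15 min compound preincubation; anti-monomethyl H3K9 antibody plus donor/acceptor beads, 10 min dark.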
BAZ2B block: inhibitors of human BAZ2B bromodomain. Q9UIF8. hit rate 4.4% among 360,000. AlphaScreen BAZ2B-H3K14Ac peptide displacement. Potency, µM (top dose mostly 114 µM), without a hit: top-dose activity change, negative = inhibition, hits mostly inhibitors; note: % is set by controls: 0 for no effect and ±100 for the full control effect; nearly all actives have a fitted effect of over 60% in size
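Multi-concentration screen (max 110 uM) measuring displacement of acetylated histone H3 peptide from BAZ2B by AlphaScreen, using 50 nM protein, 50 nM peptide and 10 ug/mL streptavidin donor plus Ni-chelate acceptor beads.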
Pin1 inhibitor: human Pin1 inhibition. Q13526. Pin1 FP peptide displacement, HiFluor488, 10 min. Potency, µM (titrated, usually from 115 µM), for the others: at the top dose activity, negative = inhibition, usual class: inhibitors. hit rate 0.009% among 390,000; active = well fitted inhibition curve with a large enough effect in the polarisation, with a control signal flat, not every such curve was filed as active; inconclusive = small, poorly fitted or top-dose-only effect, or effect the other way, or a change in a side signal; inactive = no such curve, though single readings can be large or run the other way; the % refers to the polarisation; note: % is set by controls: 0 for no effect and ±100 for the full control effect
Starred values were filed as active, the others as inactive; i = inactive; u = inconclusive; x = not tested or not shown; [ ] = another dose, or the depositor's remark. Unless noted, calls come from the whole dose curve; as a rule, active = well fitted curve in the direction sought with a large enough effect; inconclusive = small, poorly fitted or top-dose-only effect, or another doubt; inactive = no such curve, though single readings can be large; an effect the other way counts as inactive or inconclusive. Potency is the fitted concentration of half-maximal effect.

entry | JMJD2A Tudor | HP1b chromo inh | GLS inhibitor | Tb PGK inh | BLM helicase inh | Pol iota inh | G9a block | BAZ2B block | Pin1 inhibitor | mol
1 | -13.0% | 35.7% | 0.2% | i | 2.6% | 13.1% | 3.5%[59 µM] | 5.8% | -5.6% | Cc1ccc(NC2(C(F)(F)F)N=C(c3ccccc3)NC2=O)nc1 (configuration not stated)
2 | u | -6.6% | 0.0% | 0.7% | -12.9% | 1.0% | -18.6% | -31.7% | 0.2% | O=C1C(=O)N(CC2COc3ccccc3O2)c2ccccc21 (configuration not stated)
3 | -15.1% | 39.5%[activator] | -0.4% | -10.0% | -12.2% | 17.7% | 1.6%[59 µM] | -1.5% | -8.2% | CNC(=O)c1ccccc1NC(=O)c1ccco1
4 | -16.2% | -2.0% | 23.8% | -0.1% | x | 10.2% | 3.55µM* | -24.8% | 5.2% | CCN(c1ccc(NC(=O)c2ccc(N3CCCC3=O)cc2)cc1)C(C)C
5 | -16.9% | 13.5% | 0.0% | -1.7% | -1.9% | 35.3% | u | u | -3.5% | CC(O)Cc1cn(CC(=O)N2CCN(C(=O)OC(C)(C)C)CC2)nn1 (configuration not stated)
6 | 49.3%[activator] | 117.1% | 2.8% | -3.8% | -13.9% | -4.5% | x | 9.0% | -1.2% | Clc1ccc(Cn2ccc(-c3ccc4c(c3)OCO4)n2)cc1Cl
7 | 50.3%[activator] | 52.8%[activator][57 µM] | 7.3% | i | 0.5% | -8.3% | 46.0%[activator][59 µM] | 47.6%[activator] | u | COc1ccc(-c2cc3ccc(O)c(CN4CCOCC4)c3oc2=O)cc1
8 | 6.0% | 29.4% | 2.8% | i | -3.7% | -1.0% | 3.5%[12.7 µM] | 1.9% | -0.6% | COc1cccc(OCC(O)CO)c1 (configuration not stated)
9 | -14.8% | 28.5% | 2.5% | 1.4% | x | -1.1% | x | x | -5.0% | OCCNc1nc(Nc2ccc(Cl)cc2)nc(N2CCCC2)n1
10 | -20.6% | 17.7% | -7.9% | u | -6.0% | 2.9% | 3.16µM* | -33.5% | -13.5% | CN(Cc1ccccc1)S(=O)(=O)c1ccc(NC(=S)NC(=O)C(C)(C)C)cc1
11 | -3.8% | 22.9% | -4.7% | -2.9% | -0.1% | 15.9% | 9.1% | 0.3% | -6.3% | OCCNc1nc2ccccc2n1CC(O)c1ccccc1 (configuration not stated)
12 | 3.2% | 16.8% | x | -10.7% | 2.8% | 2.5% | -8.0% | 5.5% | 3.3% | O=C(Cn1c(=O)[nH]c2ccsc2c1=O)NC1CCCCC1
13 | -34.7% | -11.3% | 4.6% | -3.9% | x | -21.8% | -0.5%[2.33 µM] | -10.8% | -2.2% | COc1ccc(OC)c(CN2CCN(c3ccc(S(=O)(=O)N4CCCC4)cn3)CC2)c1
14 | -3.1% | 40.1%[activator] | -0.2% | i | -5.3% | -1.4% | -5.5%[59 µM] | u | u | Cc1ccc(C(=O)Nc2oc(-c3ccccc3)cc2C#N)cc1
15 | -10.1% | 38.3% | -2.0% | i | 1.0% | 1.7% | -15.7%[12.7 µM] | -5.2% | -3.7% | CCCn1c(SCC(=O)O)nc2ccccc21
16 | -11.5% | 15.2% | 1.0% | -0.9% | -0.8% | 15.6% | 5.1%[2.33 µM] | 6.9% | 1.3% | O=C(C1CCCN(S(=O)(=O)Cc2ccccc2)C1)N1CCCCC1 (configuration not stated)
17 | -21.6% | 16.9% | 3.9% | -9.2% | 8.1% | 14.0% | 19.4% | 4.7% | -10.9% | CN1C(=O)C(CC(=O)Nc2ccccc2)S/C1=N/c1nccs1 (configuration not stated)
18 | -6.8% | 42.0% | 10.3% | -6.9% | 0.2% | 16.4% | 7.6% | -8.5% | 1.6% | COc1ccc(C(=O)CN2C(=O)NC(C)(c3ccc(C)cc3)C2=O)cc1OC (configuration not stated)
19 | -16.3% | -4.7% | 1.1% | i | -1.9% | u | u | -22.1% | 2.5% | Cc1oc2c(cc(NS(=O)(=O)c3ccc(F)cc3)c3ccccc32)c1C(=O)OCc1ccccc1
20 | -6.1% | 32.1% | -1.5% | 10.0% | x | 52.4%[activator] | x | x | 6.3% | Cc1onc(-c2ccccc2)c1C(=O)NC(C)c1ccccc1 (configuration not stated)
21 | 70.8µM* | -6.0% | -29.0% | -6.2% | -1.6% | 157.5%[activator] | 39.8µM* | 0.8% | -8.0% | CCC1C(C#N)=C(SCC(N)=O)NC2=C1C(=O)CC(C)(C)C2 (configuration not stated)
22 | -6.5% | 17.3% | 10.7% | 3.1% | 2.6% | 12.8% | u | -4.0% | -0.3% | Cn1c(N)c(C(=O)COC(=O)c2cccs2)c(=O)n(C)c1=O
23 | -18.9% | 7.6% | 11.1% | 6.8% | -4.0% | -1.8% | 7.4%[59 µM] | -6.4% | -1.0% | Cc1cc([N+](=O)[O-])c(C(C)(C)C)cc1N
24 | -7.6% | 12.0% | 6.2% | 2.5% | -3.9% | 36.3%[activator] | 44.7µM* | 6.2% | 12.6% | O=C(Cn1cnc2ccccc2c1=O)Nc1nc2ccccc2s1
25 | -5.8% | 21.9% | 5.2% | 4.7% | -0.4% | 88.1%[activator] | 1.9% | x | 1.5% | CNC(=O)COC(=O)CNC(=O)c1cc(Cl)cc([N+](=O)[O-])c1

Looked up above.
Reading of COc1cccc(OCC(O)CO)c1 (configuration not stated) under BLM helicase inh: -3.7%
Reading of COc1ccc(C(=O)CN2C(=O)NC(C)(c3ccc(C)cc3)C2=O)cc1OC (configuration not stated) under BAZ2B block: -8.5%

The list continues.
entry | JMJD2A Tudor | HP1b chromo inh | GLS inhibitor | Tb PGK inh | BLM helicase inh | Pol iota inh | G9a block | BAZ2B block | Pin1 inhibitor | mol
26 | -9.0% | 18.9% | -0.1% | -5.1% | 0.9% | 10.4% | -5.4%[59 µM] | 0.2% | -3.6% | Nc1nc(NCc2ccccc2)nc(Nc2ccc(F)cc2)c1[N+](=O)[O-]
27 | -28.5% | 9.0% | -14.5% | -3.4% | -10.5% | -16.5%[58.9 µM] | u | 0.8% | 38.4%[activator] | Cc1cc(C(=O)CN2C(=O)c3ccccc3C2=O)c(C)n1Cc1cccs1
28 | -8.5% | 17.3% | 13.5% | -0.5% | -3.2% | 10.0% | -26.9%[12.7 µM] | 11.8% | 0.6% | CC1CCN(CC(O)COC2CCC(C(C)(C)C)CC2)CC1 (configuration not stated)
29 | -2.8% | 28.6% | 0.1% | 0.2% | 1.5% | 6.1% | 8.2%[59 µM] | -5.3% | -0.8% | Cc1c(NC(=O)CCCCCN2C(=O)C3C4C=CC(C4)C3C2=O)c(=O)n(-c2ccccc2)n1C (configuration not stated)
30 | -14.0% | 21.8% | -0.5% | -6.0% | -1.5% | -3.0% | 7.0% | 2.9% | 33.6%[activator] | Cc1ccc(F)cc1CNC(=O)c1cc(COc2ccc3ncccc3c2)on1
31 | -13.8% | 1.5% | 22.4% | -6.6% | 1.1% | -3.9% | 0.4%[59 µM] | 2.3% | -6.6% | COc1ccc(CC(=O)NNS(=O)(=O)c2ccc([N+](=O)[O-])cc2)cc1OC
32 | -16.0% | 13.0% | -0.2% | -0.4% | 2.5% | 3.3% | x | 10.5% | -1.2% | COc1ccc(Cl)cc1C(=O)O/N=C(\N)c1ccccn1
33 | -5.6% | 25.2% | 1.1% | 2.1% | x | 0.6% | -4.6%[2.33 µM] | 4.8% | 1.2% | Cc1cccc(C(=O)NCC(=O)N2CCN(S(=O)(=O)/C=C/c3ccccc3)CC2)c1
34 | 5.5% | 10.5% | 1.9% | -5.2% | -3.0% | 16.0% | 8.5% | -5.8% | 3.3% | CN1C(c2ccccc2)CC(=NO)CC1c1ccccc1 (configuration not stated)
35 | u | 12.1% | 1.5% | i | -3.9% | 105.4%[activator] | u | -29.1% | 0.1% | c1ccc(CCCN2CCN(c3ccccc3)CC2)cc1
36 | -16.1% | 12.0% | 4.8% | -10.0% | -1.5% | -2.6% | 8.4%[12.7 µM] | 5.0% | -0.1% | Cc1c(/C(O)=C2/C(=O)C(=O)N(CCN3CCOCC3)C2c2cccnc2)cnn1-c1ccccc1 (configuration not stated)
37 | -22.0% | 33.8%[activator] | -4.6% | -2.6% | -9.8% | -1.4% | 6.5%[59 µM] | 13.4% | 0.2% | Cc1nn(Cc2ccc(Cl)c(Cl)c2)c(C)c1NC(=O)c1cc(CC(C)C)on1
38 | -27.4% | 10.1% | 0.2% | 4.1% | x | 4.1% | x | x | u | COc1ccc(OC)c(C(=O)N(C[C@H]2CC[C@@H]([C@@H]3CC[C@H](CO)O3)O2)C(C(=O)NC(C)(C)C)c2ccc(-c3ccccc3)cc2)c1 (some centres not stated)
39 | 5.01µM* | u | 2.3% | 2.1% | x | u | x | x | 0.1% | CCSc1nc2c([nH]1)c(=O)n(C)c(=S)n2C

By substructure, the compounds so far with a Cl atom (5)
entry | JMJD2A Tudor | HP1b chromo inh | GLS inhibitor | Tb PGK inh | BLM helicase inh | Pol iota inh | G9a block | BAZ2B block | Pin1 inhibitor | mol
6 | 49.3%[activator] | 117.1% | 2.8% | -3.8% | -13.9% | -4.5% | x | 9.0% | -1.2% | Clc1ccc(Cn2ccc(-c3ccc4c(c3)OCO4)n2)cc1Cl
9 | -14.8% | 28.5% | 2.5% | 1.4% | x | -1.1% | x | x | -5.0% | OCCNc1nc(Nc2ccc(Cl)cc2)nc(N2CCCC2)n1
25 | -5.8% | 21.9% | 5.2% | 4.7% | -0.4% | 88.1%[activator] | 1.9% | x | 1.5% | CNC(=O)COC(=O)CNC(=O)c1cc(Cl)cc([N+](=O)[O-])c1
32 | -16.0% | 13.0% | -0.2% | -0.4% | 2.5% | 3.3% | x | 10.5% | -1.2% | COc1ccc(Cl)cc1C(=O)O/N=C(\N)c1ccccn1
37 | -22.0% | 33.8%[activator] | -4.6% | -2.6% | -9.8% | -1.4% | 6.5%[59 µM] | 13.4% | 0.2% | Cc1nn(Cc2ccc(Cl)c(Cl)c2)c(C)c1NC(=O)c1cc(CC(C)C)on1

The list is partial; the hit share may differ from the screen's.
